High-throughput results from PubChem.
PABP1 MLLE inh: blocks PAM2 peptide binding to the PABP1 MLLE domain; P11940; GST-MLLE / FITC-PAM2 fluorescence polarization; inhibition, % at 20 µM; hit rate 0.36% among 360,000; in the data active means inhibition above about 35%, passing the limit was not always enough;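 further: plate controls were DMSO wells with GST-MLLE for no effect and wells lacking GST-MLLE protein for full effect; some results filed as inactive read as strong as hits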
Target sequence (P11940 whole entry, looked up, the tested form may be a part): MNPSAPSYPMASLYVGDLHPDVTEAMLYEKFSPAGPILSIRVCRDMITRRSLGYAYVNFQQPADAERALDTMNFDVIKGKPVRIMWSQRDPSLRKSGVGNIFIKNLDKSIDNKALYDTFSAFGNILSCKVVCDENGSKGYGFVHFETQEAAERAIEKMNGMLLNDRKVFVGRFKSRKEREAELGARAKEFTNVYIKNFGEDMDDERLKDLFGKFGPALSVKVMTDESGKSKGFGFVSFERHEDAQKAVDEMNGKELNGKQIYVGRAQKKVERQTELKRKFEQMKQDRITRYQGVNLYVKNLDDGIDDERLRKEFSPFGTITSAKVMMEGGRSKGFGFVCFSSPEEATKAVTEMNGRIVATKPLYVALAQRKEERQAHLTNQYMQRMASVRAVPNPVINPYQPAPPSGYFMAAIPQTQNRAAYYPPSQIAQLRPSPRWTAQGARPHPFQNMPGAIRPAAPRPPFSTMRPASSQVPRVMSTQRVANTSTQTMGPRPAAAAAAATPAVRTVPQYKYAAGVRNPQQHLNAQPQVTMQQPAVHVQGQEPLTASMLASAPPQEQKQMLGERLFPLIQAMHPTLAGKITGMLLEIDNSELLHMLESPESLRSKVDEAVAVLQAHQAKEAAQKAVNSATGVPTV
FAS TE block: inhibitors of human fatty acid synthase thioesterase domain; P49327; recombinant FAS-TE, OMFH fluorogenic substrate, fluorescence endpoint; inhibition, % at 15 µM; hit rate 0.67% among 360,000; AID 602261;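 active means compounds whose normalised, plate-corrected inhibition of enzyme fluorescence in the single-dose primary screen is 50% or more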;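 further: 0% = DMSO with enzyme and 100% = substrate without enzyme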
Neddylation inh: inhibitors of human cullin neddylation | P61081+Q13564 | TR-FRET cullin neddylation, biochemical | calls only at 25 µM | hit rate 0.58% among 360,000 | AID 651699; in the data active means inhibition above about 36%
CSN deneddyl inh: inhibitors of human CSN-mediated cullin deneddylation; Q92905; inhibition, % at 12.5 µM; Purified CSN, SCF-Nedd8-OG deneddylation, fluorescence polarization; AID 651999; hit rate 0.38% among 360,000;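 active means pattern-corrected inhibition above about 35%, with an unprinted fluorescence ratio check between 0.5 and 1.5, limit read from the data, passing the limit was not always enough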;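 further: 0% = enzyme with substrate and 100% = substrate without enzyme; some results filed as inactive read as strong as hits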
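Assay system: purified human Csn5 enzyme expressed in HEK293T cells; Input: 0.24 nM Csn5 enzyme, final concentration; Reagent: 10 nM SCFSkp2-Nedd8OG; Compound dosing: 12.5 µM single point; Times: reaction 90 min, room temperature; Technique: fluorescence polarization readout.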
SKN-1 inh: blocks SKN-1 activity in C. elegans; C. elegans VP596 Pgst-4::GFP/RFP ratio, acrylamide-induced, 24 h; inhibition, % at 21.8 µM; hit rate 0.49% among 360,000;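 active means interference check ratio from 0.5 to 1.5 plus GFP to RFP signal ratio inhibition reaching or exceeding a fixed threshold, cut at about 30% in these data, passing the limit was not always enough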; further: some compounds called inactive have numbers as strong as hits
Rin1 Abl inh: blocks binding of human Rin1 to Abl. P00519+Q13671. TR-FRET Rin1/Abl binding, biochemical. inhibition, % at 7.35 µM. hit rate 0.4% among 360,000. AID 588664; in the data active means inhibition above about 5%, passing the limit was not always enough
Rpn11 block: inhibitors of human proteasome Rpn11; AID 588493; hit rate 0.59% among 360,000; human 26S proteasome, Ub4-pepOG fluorescence polarization; 20S core pre-blocked with epoxomicin; calls only at 20 µM;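 active means inhibition at 20 µM, scaled to each plate's controls, above about 33%, limit read from the data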
MT1-MMP act inh: inhibitors of human MT1-MMP activation; GFP/RFP ratio change, % at 20 µM; hit rate 0.061% among 360,000; P50281; HT1080 RFP-PRO-GFP cells, GFP/RFP ratio fluorescence, overnight; percent of plate control window, DMSO zero;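 active means GFP/RFP ratio change of at least 30% with cell ATP level not reduced by more than half and red fluorescence within 50% of control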; further: strong numbers were not always called active
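Assay system: HT1080 cells carrying an RFP-PRO-GFP reporter | Dosing: Single dose of 20 µM compound, 1% DMSO final | Incubation: Cells overnight before dosing, compound overnight, 37 °C, 5% CO2 | Evaluation: GFP/RFP fluorescence ratio | Control set: DMSO and RFP-L50D-GFP cell wells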
NadD inh: inhibitors of Staphylococcus aureus NadD; purified NadD enzyme, colorimetric absorbance read-out; inhibition, % at 20 µM; hit rate 0.78% among 360,000; AID 602399; in the data active means inhibition above about 26%; further: some compounds past the cut are filed as inactive
The depositor's hits bear a star; i = inactive; . = not tested or not shown; + = active, no number. Outcome played no part in choosing rows; 3.9% or so of the library scored in one or more.

Fields – PABP1 MLLE inh	FAS TE block	Neddylation inh	CSN deneddyl inh	SKN-1 inh	Rin1 Abl inh	Rpn11 block	MT1-MMP act inh	NadD inh
O=C(CCCCCn1c(=O)[nH]c2ccsc2c1=O)N1CCCCC1
    16	-2	i	1	11	1	i	0	2
O=c1nccc(N/N=C/c2ccccc2)[nH]1
    -1	-4	i	-2	9	8.8*	i	-3	-3
COc1cccc(CNC(=O)CCC2CCCN(C(=O)Cc3ccccc3F)C2)c1 (configuration not stated)
    -6	-2	i	-6	-5	-1	i	-7	-1
OC(c1ccc2ccccc2c1)c1ncc(-c2cccc3ccccc23)[nH]1 (configuration not stated)
    -4	12	i	22	17	-3	i	1	8
Cc1ccc(Oc2ccc(-c3nc(N)nc(N)n3)cc2)cc1C
    -6	15	i	3	-4	4	i	0	0
O=P(O)(Cc1ccccc1)Cc1ccccc1
    5	-5	i	3	10	1	i	-5	0
O=C1c2cccnc2C(=O)N1c1ccccc1-c1ccccc1
    2	-2	i	1	6	3	i	9	2
CC1Nc2ccccc2C(=O)N1NS(C)(=O)=O (configuration not stated)
    -3	0	.	-3	5	-1	i	-3	3
Cc1ccc(S(=O)(=O)Oc2ccc(/C=C3\C(=N)N4N=C(S(C)(=O)=O)SC4=NC3=O)cc2)cc1
    -41	23	i	3	20	2	i	4	34*
CCOC(=O)C1CCN(C(=O)c2ccc(OC3CCN(C(=O)COC)CC3)cc2)CC1
    2	-6	i	-3	4	3	i	0	-6
CCCc1nn2c(=O)cc(CSCC(=O)Nc3ccc(OC)cc3)nc2s1
    14	-4	i	0	9	1	i	0	7
Cn1c2ccccc2c2c(C(=O)N3CCN(C(=O)c4ccco4)CC3)cn(C3CCCCC3)c(=O)c21
    3	7	+	0	4	0	i	1	7
CC(NC(=O)c1cccc(S(=O)(=O)N2CCN(C)CC2)c1)C1CC2CCC1C2 (configuration not stated)
    8	-4	i	-6	-5	-6	i	6	-5
COc1ccc(-c2noc(N3CCC(C(=O)NC(C)c4ccccc4)CC3)n2)cc1 (configuration not stated)
    6	-4	i	-5	-1	1	i	-1	-11
CC(C)n1c(C(O)c2ccccc2)nc2ccccc21 (configuration not stated)
    -4	-8	i	3	1	2	i	5	0
CCN(CC(=O)NCc1cccs1)C(=O)CN(C)S(=O)(=O)c1ccc(C)cc1
    0	-7	i	-1	0	-3	i	6	-7
Cc1nc2cc(NC(=O)N3CCC(c4ccccc4)C3)ccc2n1C (configuration not stated)
    -3	-6	i	4	8	0	i	2	2
CC(C)CCC(C(=O)O)C(C)CC(=O)NC1CCCCC1 (configuration not stated)
    -7	-8	i	-4	2	-1	i	7	5
COc1ccc(-c2cc3nc(NCc4ccc(N(C)C)cc4)n(C)c(=O)c3s2)cc1OC
    -12	8	i	3	14	-3	i	15	-2
C[C@@H]1[C@@H](Sc2ccccc2)CC(=O)O[C@@H]1c1ccc(-c2ccccc2)cc1
    44*	16	i	-3	3	4	i	2	-5
CCN(CC)C1CCN(Cc2cn[nH]c2-c2ccc(OC)c(F)c2)C1 (configuration not stated)
    13	-6	i	-10	4	-1	i	1	-9
O=C(COc1ccc(F)cc1Cl)Nc1ccccc1C(=O)N1CCCCC1
    -2	5	i	1	3	0	i	-1	-7
CCc1ccc(N2C(=O)Cc3c2nc(N)c(C#N)c3N)cc1
    -25	-2	i	9	5	-6	i	0	7
Cc1cccc(C)c1N(CC(=O)NN=C1CCCCCC1)S(C)(=O)=O
    7	-5	i	-7	-7	-1	i	-2	-8
COc1cc(NC(=O)c2ccc(NC3=NC4CS(=O)(=O)CC4S3)cc2)cc(OC)c1OC (configuration not stated)
    -123	-5	i	-4	-3	-5	i	0	5
COc1ccc(F)c(CN(C)CC2CCCN(CCc3ccc(F)cc3)C2)c1 (configuration not stated)
    3	-2	i	-1	6	-1	i	2	-5
CCN(CC)C(=O)Cn1cc(/C=C(\C#N)C(=O)NC2CC2)c2ccccc21
    -7	-5	i	-1	-15	-2	i	-2	-1
CCOc1cc(OCC)cc(C(=O)N2CCC[C@@H]2C(=O)N2CCC[C@@H]2C(=O)NCc2ccccc2Cl)c1
    .	-9	i	-6	8	.	.	4	-1
O=C(CSc1ccccc1C(=O)O)NCc1ccc(Cl)cc1
    17	-10	i	3	25	-3	i	8	-3
CCOC(=O)c1cnc(-n2nc(C)cc2C)nc1NCc1ccccc1
    -3	4	i	6	0	-2	i	-2	8

Next compounds:
Fields – PABP1 MLLE inh	FAS TE block	Neddylation inh	CSN deneddyl inh	SKN-1 inh	Rin1 Abl inh	Rpn11 block	MT1-MMP act inh	NadD inh
O=C(Oc1coc(CSc2nnc(NC(=O)C3CC3)s2)cc1=O)c1c(F)cccc1F
    9	-6	i	5	-1	2	i	9	-2
CC1=C(C(=O)NC2CCCCC2C)C2(CCC(C)CC2)OC1=O (configuration not stated)
    -6	2	i	-5	0	-1	i	3	-4
CC(C)n1c(S(=O)(=O)O)nc2ccccc21
    -13	1	i	-6	1	-2	i	0	2
O=C(N/N=C\c1ccc([N+](=O)[O-])o1)c1cncc(Br)c1
    -2	1	i	4	-2	-1	i	-5	0
CCc1ccc(NC(=O)NCC2CCN(c3ccc(OC)cc3)C2)cc1 (configuration not stated)
    -23	1	i	-3	20	1	i	-8	6
O=C(N/N=C/c1cc(Br)ccc1O)Nc1ccccc1
    9	4	i	-4	8	1	i	7	2
O=C1CCC[C@H]2c3[nH]c4ccccc4c3CCN12
    -10	-8	i	2	9	1	i	0	4
CC(C)Cn1c(N)c(C(=O)CSc2ccccc2)c(=O)n(C)c1=O
    5	-4	i	-3	3	-3	i	-10	-3
CC1CCCCC12NC(=O)N(CC(=O)N1CCN(S(=O)(=O)Cc3ccccc3)CC1)C2=O (configuration not stated)
    -2	-4	i	0	11	-2	i	-3	8
Cc1cccc(NS(=O)(=O)c2cc(C(=O)NCc3ccccn3)ccc2C)c1
    7	0	i	-3	0	2	i	-4	-4
Cc1nn(CC(=O)NCCCc2ccccc2)c(=O)c2cccn12
    8	-5	i	-3	-13	0	i	-2	-1
Cn1c(N)c(C(=O)COC(=O)C2=NNC(=O)CC2)c(=O)n(C)c1=O
    -15	-5	i	1	-2	1	i	3	-3
COc1cccc(N2CCN(Cc3ncc(-c4ccccc4)o3)CC2)c1
    3	2	i	1	7	-2	i	-1	-6
Cc1ccc(-c2nc3ncccc3o2)cc1NC(=O)c1cc2ccccc2o1
    -7	5	i	-1	0	-2	i	0	6
CCCCC(=O)Nc1sc2c(c1C#N)CC(C)(C)OC2
    -7	-8	i	0	30	-4	i	2	-6
Cc1cccc(NC(=O)c2cccc(NC(=O)c3ccco3)c2)c1
    -4	0	i	4	0	-1	i	5	-6
c1ccc(-n2cnnc2SCc2cn3cccnc3n2)cc1
    11	-7	.	0	-1	-1	i	9	-3
C[C@@H]1Cn2cnc(C(=O)NCc3ccc(CNC(=O)OC(C)(C)C)cc3)c2C(=O)N1
    5	-11	i	-1	-1	-2	i	4	12
CC1CCCCN1Cc1c(O)ccc2c(=O)c(-c3ccccc3)coc12 (configuration not stated)
    0	-2	.	-1	-18	5	i	-8	-6
O=C(c1ccc(CNS(=O)(=O)c2cccc(Cl)c2)cc1)N1CCCCC1
    8	-3	i	0	-9	1	i	0	-2
COc1cc(SC)ccc1C(=O)Nc1ccc2c(c1)CCN2S(C)(=O)=O
    10	14	i	0	9	-3	i	5	-3
COc1ccc(CN2[C@@H](CC(=O)O)c3cc(C(F)(F)F)ccc3S2(=O)=O)cc1
    -20	-6	i	-1	-10	1	i	1	-6
Cn1c(=O)c2cc(NC(=S)NCc3ccccc3F)ccc2n1C
    -21	-2	.	3	20	-3	i	5	1
CC(=O)c1ccc(OCC(=O)NC(=O)NC2CCCC2)cc1
    -16	-6	i	1	-6	-3	i	1	2
CCOc1ccc(OCCC(=O)N2CCN(S(=O)(=O)c3ccc(F)cc3)CC2)cc1
    -13	6	i	2	16	-1	i	-2	-2
C=CCOc1c(CNc2ccc(C(=O)O)cc2)cccc1OC
    9	-7	i	-12	-1	-2	i	3	-3
O=C(Nc1ccccc1Br)c1c(F)cccc1Cl
    -109	-8	i	-3	-8	1	i	-2	0
CCC(=O)OCCn1c(=O)c2cc3c(=O)n(CCOC(=O)CC)c(=O)c3cc2c1=O
    -2	-6	i	2	10	3	i	-2	2
COc1ccc(/C=N/NC(=O)CNc2ccc(Br)cc2)c(C(=O)O)c1OC
    4	-8	i	3	-1	0	i	1	1
COc1ccccc1C/C(N)=N/OC(=O)c1ccc(C)c([N+](=O)[O-])c1
    -5	47	i	1	6	0	i	5	-3
COc1ccc(NC(=O)c2nc(C)n(-c3ccc([N+](=O)[O-])cc3)n2)cc1
    0	3	i	-12	-3	5	i	2	7
COCCNC(=O)CN(Cc1ccc(OC)cc1)C(=O)CCC(=O)Nc1nccs1
    -3	-6	i	2	-18	1	i	-2	-2
